Compound activity (PubChem BioAssay)
TGFb SMAD3 inh – inhibitors of TGF-b signaling; HepG2 CAGA-GFP TGF-b/SMAD3 reporter, GFP fluorescence, 18 h; TGF-beta stimulated, 500 pg/mL final; Potency, µM (series often up to 46.1 µM), without a hit: at the top dose activity, negative = inhibition, usual class: inhibitors; 410,000 tested, 1.2% active; also: potency is read from the fitted curve at half-maximal effect; % is scaled to controls: 0 for no effect and ±100 for the full control effect; nearly all actives have a fitted effect of over 65% in size
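Inhibition was scored as loss of TGF-beta-induced (500 pg/mL final, 18 hours, 37 degrees C) GFP in HEPG2 cells carrying a CAGA-GFP reporter, in DMEM with 1% FBS. Well GFP was summed per cell; Activity was normalised to unstimulated and stimulated DMSO wells, then concentration-response fitting.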
IL-1B inflam inh – blocks inflammasome-driven IL-1 beta release; activity change, % at 57.5 µM; 360,000 tested, 4.7% active; THP-1 LPS/ATP IL-1B secretion, AlphaLISA, 16 h; stronger effect = lower value; in the data active = activity change below about -50%; inconclusive = mostly about -30% to -49%; also: % is scaled to controls: 0 for no effect and ±100 for the full control effect
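Secreted IL-1B measured by AlphaLISA bead assay after 16 h compound exposure of THP-1 cells; compounds (final up to 57.5 uM) added 1 h before LPS (250 ng/mL) and ATP (1.25 mM) stimulation; lower signal means less secretion.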
A549 tox – counter-screen for Nrf2 inhibitors: cytotoxicity in A549 cells | Potency, µM (doses to about 46 µM), inactives show at the top dose activity change, negative = cytotoxicity, hits mostly inhibitors | AID 504648 | A549 ARE-Fluc cells, CellTiter-Fluor viability, 18-24 h | 390,000 tested, 0.16% active; also: potency is read from the fitted curve at half-maximal effect; % is scaled to controls: 0 for no effect and ±100 for the full control effect
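Cytotoxicity counterscreen: CellTiter-Fluor fluorescence was measured in A549 ARE_Fluc cells after 18-24 h of compound exposure in a concentration series. The subsequent BugLite luminescent read reports ARE-luciferase activity.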
Nrf2 block – Nrf2 pathway inhibition | A549 ARE-Fluc reporter, luciferase luminescence, 18-24 h | Potency, µM (doses to about 46 µM), for inactives: at the top dose activity change, negative = inhibition, actives largely listed as inhibitors | 360,000 tested, 2.1% active | AID 504444; also: potency is read from the fitted curve at half-maximal effect; % is scaled to controls: 0 for no effect and ±100 for the full control effect; nearly all actives have a fitted effect of over 60% in size
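Two sequential reads on A549 ARE_Fluc cells exposed to compound for 18-24 h: a CellTiter-Fluor fluorescence read for viability, then a luciferase luminescence read for Nrf2/ARE activity.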
MCF10A rereplic – induces DNA re-replication in MCF 10a normal breast cells | MCF 10A DNA re-replication, Hoechst nuclear intensity, 48 h | Potency, µM (highest dose often 46.1 µM), for inactives: at the top dose activity, positive = re-replication, actives largely listed as activators | 350,000 tested, 2.9% active | AID 624296; also: potency is read from the fitted curve at half-maximal effect; % of control where 0% means no effect; nearly all actives have a fitted effect of over 50% in size
Nrf2 activator – Nrf2 pathway activation; AID 624171; AREc32 ARE-luciferase reporter (MCF7-derived line), luminescence, 24 h; Potency, µM (doses to about 46.1 µM), for the others: at the top dose activation, actives largely listed as activators; 410,000 tested, 0.31% active; also: potency is read from the fitted curve at half-maximal effect; % of control where 0% means no effect; nearly all actives have a fitted effect of over 65% in size
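Quantitative high-throughput format: AREc32 reporter cells, 1000 per well, received compound by pin transfer and were incubated 24 hr at 37 deg C, 5% CO2, before Steady-Glo luminescence detection.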
ATXN viability – cell viability loss in ATXN counter-screen. S2 cells (HEK-293 line with an ATXN2-luciferase reporter) viability, CellTiter-Fluor protease fluorescence, 24 h. Potency, µM (top dose mostly 56.7 µM), most hits filed as cytotoxic. 400,000 tested, 0.49% active. AID 651635; also: potency is read from the fitted curve at half-maximal effect; nearly all actives have a fitted effect of over 40% in size
HepG2 tox – HepG2 cytotoxicity, counter-screen for TGF-b inhibitors. Potency, µM (doses to about 46.1 µM), for the others: top-dose activity change, negative = cytotoxicity, hits mostly cytotoxic. HepG2 CAGA-GFP viability, ATP luminescence, 18 h. AID 588856. 410,000 tested, 0.76% active; also: potency is read from the fitted curve at half-maximal effect; some results filed as inactive show a strong effect at the top dose
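CellTiter-Glo luminescence gave cytotoxicity after 18 hours at 37 degrees C. The cells were HepG2 CAGA-GFP in 1% FBS DMEM, stimulated with 500 pg/mL TGF-beta after compound addition. %Activity was normalised to no-cell wells (complete cell-killing) and DMSO (no toxicity), and curves were fitted and classified.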
ATXN2 expr inh – ATXN2 expression inhibition; Potency, µM (top dose mostly 57 µM), for inactives: at the highest dose activity change, negative = inhibition, most hits filed as inhibitors; 360,000 tested, 0.72% active; HEK-293 ATXN2-luciferase reporter, luminescence, 24 h; also: potency is read from the fitted curve at half-maximal effect; % is scaled to controls: 0 for no effect and ±100 for the full control effect; nearly all actives have a fitted effect of over 55% in size
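ATXN2-luciferase reporter cells (luciferase flanked by upstream and downstream ATXN2 gene portions) were treated 24 h at 37 °C with compounds at up to 57 uM. SteadyGlo luminescence gave expression; GF-AFC fluorescence gave viability.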
* = called active by the depositor; i = inactive; ? = inconclusive; . = not tested or not shown; & = joins results of further samples; [ ] = another dose, or the depositor's remark. Unless noted, calls follow the shape of the dose curve; as a rule, active = well fitted curve in the direction sought with a large enough effect; inconclusive = small, poorly fitted or top-dose-only effect, or another doubt; inactive = no such curve, though single readings can be large; an effect the other way counts as inactive or inconclusive.

Each structure is followed by: TGFb SMAD3 inh	IL-1B inflam inh	A549 tox	Nrf2 block	MCF10A rereplic	Nrf2 activator	ATXN viability	HepG2 tox	ATXN2 expr inh
COc1ccccc1N(CCC#N)C(=O)CSc1nc(-c2ccccc2)cn1N
  1%	23	4%	-24%	1%	0.5%	i	-29%	-10%
CCOC(=O)c1c(NC(=O)c2c(Br)cnn2C)c(C#N)nn1-c1ccccc1
  -23%	-25	-13%	18µM*	7%	1.1%	i	-20%	?
O=C(COC(=O)Cc1ccc(Br)cc1)NCc1ccccc1
  15%	22	.	.	.	-1.9%	i	-3%	.
Cc1ccccc1OCC(O)CNC1CCC(NCC(O)COc2ccccc2C)CC1 (stereo not given)
  5.6µM*	-98*	0%	22%	?	-3.6%	?	1.8µM*	?
O=C(CN(c1ccccc1Cl)S(=O)(=O)c1ccccc1)NC1CC2CCC1C2 (stereo not given)
  -15%	-7	.	.	.	6.2%	i	-14%	.
COc1ccc(NC(=O)c2cn(-c3ccccc3)nc2-c2ccc(C)cc2)cc1
  -19%	.	-11%	-6%	.	5.0%	?	-25%	11%
C=CCNc1nc(Cl)nc(Nc2ccc([N+](=O)[O-])cc2)n1
  10%	13	1%	5%	-2%	4.5%	i	11%	-10%[11.3 µM]
CCS(=O)(=O)N(CC(=O)Nc1cccc2ccccc12)c1ccc(OC)cc1
  ?	-1	-4%	15%	4%	3.1%	?	5%	11%
Cc1[nH]c2ccccc2c1CCN(Cc1cccs1)C(=S)NC(C)(C)C
  12%	-23	0%	6%	3%	1.6%	i	0%	-14%
O=C(COC(=O)/C=C/c1nc2ccccc2s1)Nc1cccc2ccccc12
  12%	19	-2%	14%	1%	0.0%	i	0%	4%
Cc1cccc(-n2c(SCC(=O)O)nc3sc4c(c3c2=O)CCCC4)c1
  ?	-18	1%	0%	-6%	0.4%	i	-17%	-32%
CCOc1ccccc1C(=O)NC(C(=O)OCn1nnc2ccccc2c1=O)C(C)C (stereo not given)
  13%	10	.	.	.	0.6%	i	0%	.
COc1ccc(Br)cc1CNC(=O)C1CCCN(c2nc3ccccc3o2)C1 (stereo not given)
  -7%	0	-23%	?	?	-0.6%	i	-29%	-24%
Cc1ccc(NC(=O)CCC(=O)N2CCSc3ccccc32)cc1Cl
  -29%	.	7%	4%	.	6.5%	.	-23%	.
CCCCOc1ccc(C(=O)Nc2cccc(-c3nc4ccccc4o3)c2C)cc1
  -7%	.	-2%	4%	.	-1.3%	i	0%	3%
CC(C)(C)c1ccc(C(=O)N2CCOC23CCCCC3)cc1
  13%	32	.	.	.	0.3%	i	0%	-2%
CC(C)c1ccc(C(C(C(=O)c2ccccc2)N2CCOCC2)N2CCOCC2)cc1 (stereo not given)
  -7%	-8	12%	?	0%	3.3%	i	-5%	18%
Cn1c(=O)c2sccc2n2c(CCCC(=O)NCc3ccc4c(c3)OCO4)nnc12
  -2%	-1	12%	-18%	2%	0.0%	i	16%	-2%
CCCCC(C(=O)NC(C)(C)C)N(Cc1ccco1)C(=O)c1snc(C(N)=O)c1N (stereo not given)
  1%	0	1%	-13%	22%	0.0%	i	-8%	7%
Cc1ccc(C(=O)NCC2CCCN2S(=O)(=O)c2cccs2)cc1C (stereo not given)
  -7%	-8	2%	-14%	5%	1.3%	i	1%	-5%

New compounds follow.
Each structure is followed by: TGFb SMAD3 inh	IL-1B inflam inh	A549 tox	Nrf2 block	MCF10A rereplic	Nrf2 activator	ATXN viability	HepG2 tox	ATXN2 expr inh
Cc1ccccc1-n1nc(-c2cccnc2)cc1C(=O)N/N=C/c1ccncc1
  9%	-3	3%	-15%	3%	0.1%	i	8%	-3%
Cc1ccc(Cn2c(CN3CCOCC3)nc3c2c(=O)[nH]c(=O)n3C)cc1
  -6%	4	-7%	1%	-1%	-0.5%	i	-50%	3%
O=C(Nc1cccc(Cl)c1)Nc1nc(-c2ccccc2)cs1
  ?	21	0%	-19%	0.82µM*	0.6%	?	-56%	-7%
Cc1ccc(OCCCCn2c(CO)nc3ccccc32)cc1
  -1%	-52*	3%	?	13%	2.5%	i	-8%	-31%
CCOC(=O)C(=O)Nc1nc(-c2ccccc2)c(CC)s1
  12%	-11	-5%	-19%	-1%	1.5%	i	3%	.
Cc1ccc(S(=O)(=O)N(CC(=O)Nc2cccnc2)c2cc(Cl)ccc2C)cc1
  ?	.	?	?	.	4.1%	?	-42%	0%
CCN(CC)C(=O)[C@H]1C[C@H](CC(=O)NCCCOC)C(=O)N2CCc3c([nH]c4cc(CCC(=O)N(C)C)ccc34)[C@]12C
  16%	-7	8%	-10%	?	-0.6%	i	-10%	8%
CCOC(=O)c1cnc(Nc2nc3ccccc3o2)nc1C
  0%	-12	-3%	.	-12%	-0.8%	i	-41%	2.8µM*
CCOC(=O)CSc1nnc(NC(=O)CN2CCN(C=O)CC2)s1
  73%[activator]	29	1%	6%	0%	0.5%	i	4%	3%
CCC(C)c1ccc(O)c(NC(=S)NC(=O)c2cccs2)c1 (stereo not given)
  ?	2	.	.	.	10%	?	-105%	.
O=C(CSc1ccccc1)NN1C(=O)c2ccccc2C1=O
  0%	0	2%	8%	-2%	1.9%	i	1%	-12%
COc1ccc(-c2nc(CS(=O)CC(=O)NCC3CCCO3)c(C)o2)cc1 (stereo not given)
  0%	23	-5%	1%	3%	2.3%	?	2%	5%
CCCNC(=O)C1CCC(Cn2c(=O)c3sccc3n(CC(=O)N3CCC(C)CC3)c2=O)CC1 (stereo not given)
  -2%	.	-3%	-8%	.	0.5%	i	-1%	7%
COc1ccc(NC(=O)C2CCCN(S(=O)(=O)c3ccc4[nH]c(=O)ccc4c3)C2)cc1OC (stereo not given)
  11%&1%	-3	0%&8%	13%&27%	1%	-0.3%&-0.8%	i	-11%&5%	-7%
COc1ccc(CNC(=O)C2CC(c3ccccc3[N+](=O)[O-])=NO2)cc1 (stereo not given)
  -8%	5	5%	-3%	3%	4.8%	i	-13%	27%
COCCCNC(=O)Cn1cnc(C(=O)Nc2ccc(C)c(C)c2)n1
  11%	1	-3%	3%	0%	0.1%	i	5%	30%[activator]
COc1cccc(NC(=O)Cc2nc(-c3ccccc3)sc2-c2ccc(C)cc2)c1
  -12%	3	-16%	?	22%	6.5%	i	-11%	18%
CCOC(=O)C1(C)CCN1C(=O)c1ccc(C)cc1 (stereo not given)
  -10%	24	.	.	.	11%	i	-20%	20%
O=C(Nc1cccc(F)c1)c1cc(S(=O)(=O)N2CCC(C(=O)O)CC2)ccc1F
  -5%	-6	-3%	8%	-1%	-0.8%	i	8%	-10%
O=C(Nc1ccccc1C(=O)NC(Cc1ccccc1)C(=O)NC1CCCCC1)c1ccccc1 (stereo not given)
  -6%	18	8%	-22%	?	-0.6%	i	20%	-16%

Random excerpt: three records from the list, in no set order.
Each structure is followed by: TGFb SMAD3 inh	IL-1B inflam inh	A549 tox	Nrf2 block	MCF10A rereplic	Nrf2 activator	ATXN viability	HepG2 tox	ATXN2 expr inh
CCCCC(C(=O)NC(C)(C)C)N(Cc1ccco1)C(=O)c1snc(C(N)=O)c1N (stereo not given)
  1%	0	1%	-13%	22%	0.0%	i	-8%	7%
Cn1c(=O)c2sccc2n2c(CCCC(=O)NCc3ccc4c(c3)OCO4)nnc12
  -2%	-1	12%	-18%	2%	0.0%	i	16%	-2%
CCCCOc1ccc(C(=O)Nc2cccc(-c3nc4ccccc4o3)c2C)cc1
  -7%	.	-2%	4%	.	-1.3%	i	0%	3%

Further compounds:
Each structure is followed by: TGFb SMAD3 inh	IL-1B inflam inh	A549 tox	Nrf2 block	MCF10A rereplic	Nrf2 activator	ATXN viability	HepG2 tox	ATXN2 expr inh
Cc1ccc(OCc2cc(C(=O)NCCn3cccn3)no2)cc1C
  29%	27	2%	4%	10%	2.6%	i	1%	34%
COC(=O)/C(=C/c1ccco1)NC(=O)c1ccccc1
  -5%	97	11%	3%	-1%	?	i	-13%	-5%
O=C(NCCCNC(=O)c1c(F)cccc1F)c1c(F)cccc1F
  0%	37	1%	3%	-1%	-0.2%	i	0%	-6%
COc1cc(/C=N/NC(=O)C2=NNC(=O)C2C)ccc1O (stereo not given)
  3%	12	-6%	-20%	-1%	-0.1%	i	1%	.
CC1CCN(C(=O)c2[nH]cnc2C(=O)N[C@H](C)c2ccccc2)CC1
  1%	23	0%	-13%	4%	-0.4%	i	8%	2%
CC(C)Nc1nc(NC(C)C)nc(Oc2ccc(=O)n(C)n2)n1
  1%	-1	8%	31%	1%	0.2%	i	5%	88%[activator]
CN(CCC1CCOCC1)C(=O)CC1C(=O)NCCN1Cc1c(F)cccc1Cl (stereo not given)
  1%	i	1%	5%	6%	0.5%	i	0%	3%
O=C(Nc1nncs1)c1cc(-c2ccncc2)nc2ccc(Cl)cc12
  -9%	-7	-6%	-2%	1%	2.5%	?	-2%	1%
CN(CC(=O)NCc1ccc(F)cc1)S(=O)(=O)c1ccc2c(c1)c(=O)n(C)c(=O)n2C
  1%	-19	8%	-5%	-2%	-1.0%	i	0%	8%
CCCc1cc(=O)oc2cc(C)cc(OCC(=O)N3CCC(C(N)=O)CC3)c12
  4%	12	3%	3%	1%	0.7%	i	3%	3%
CCOc1ccccc1NC(=O)Nc1ccsc1C(=O)OC
  -1%	-6	-1%	-7%	1%	13%	i	-15%	-8%

Hits appear at their usual frequency; about 8.8% have a hit in one of these screens.
